# High-throughput results deposited in PubChem by several laboratories.
# DYRK1A inh = rat Dyrk1A kinase inhibitors, primary screen, biochemical, single point, plate reader; Dual specificity tyrosine-phosphorylation-regulated kinase 1A (Rattus norvegicus), Q63470; ADP-Glo luminescence, NFATc1 peptide; inhibition, % at 12.5 µM; actives 0.43% (n = 310,000); AID 504441, 2011; in the data active = inhibition above about 50%;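 also: plate controls were vehicle with enzyme for no effect and no enzyme for full effect; many of its hits are not listed in these tables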
# TMEM16A act = TMEM16A chloride channel activators or potentiators, primary screen, cell-based, HTS. Anoctamin-1 (Mus musculus), Q8BHY3. B-score at 10 µM. actives 0.3% (n = 340,000). AID 623877, 2012. HEK293 TMEM16A/YFP-H148Q/I152L, iodide quench fluorescence; stronger effect = lower value;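 active = fluorescence-ratio B-score plate-corrected deviation score at least 3 library SD below zero, with starting fluorescence score within 5 deviations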;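 also: channel opened by trigger with iodide after compound preincubation; score built on the fluorescence ratio of max minus min over baseline; more negative score means more quench and so TMEM16A activation or potentiation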
# KCNQ1 block = inhibitors of human KCNQ1 channel, primary screen, cell-based, thallium flux, high-throughput. CHO-K1 KCNQ1, FluxOR thallium flux fluorescence; stronger effect = higher value. B-score at 10 µM. actives 1.3% (n = 310,000);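 active = compounds whose thallium flux B-score, printed positive for inhibition, exceeds three library SD while starting fluorescence stays within three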;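 also: channel opened by potassium depolarization with thallium stimulus after 20 min compound exposure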
# KCNQ1 pot = potentiators or activators of KCNQ1 channel, primary screen, cell-based, thallium flux, high-throughput | Potassium voltage-gated channel subfamily KQT member 1 (Homo sapiens), P51787 | CHO-K1 KCNQ1, thallium flux FluxOR fluorescence; stronger effect = higher value | B-score at 10 µM | actives 0.35% (n = 310,000) | AID 2648, 2010;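 active = fluorescence ratio B-score, a plate-corrected score, at least three library SD, with initial intensity B-score within 5 SD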
#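 Assay system: stable KCNQ1 CHO-K1 line; medium: assay buffer, equal DMSO in all wells; timing: 90 min dye loading and 20 min compound exposure, both at room temperature; technique: kinetic FluxOR thallium fluorescence, 10-s 1-Hz baseline, 110-s post-stimulus read; read-out basis: B score of baseline-normalized fluorescence ratio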
# KCNK9 inh = KCNK9 potassium channel inhibitors, primary screen, HEK293 cells, thallium flux; Potassium channel subfamily K member 9 (Homo sapiens), Q9NPC2; AID 488922, 2010; B-score at 10 µM; FluxOR thallium flux fluorescence; stronger effect = lower value; actives 1.2% (n = 310,000);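 active = ratio B-score over 3 SD below the library mean, with starting fluorescence within 5 SD of its mean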;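 also: negative B-score means less thallium flux so channel inhibition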
# Target sequence (Q9NPC2 whole entry, looked up): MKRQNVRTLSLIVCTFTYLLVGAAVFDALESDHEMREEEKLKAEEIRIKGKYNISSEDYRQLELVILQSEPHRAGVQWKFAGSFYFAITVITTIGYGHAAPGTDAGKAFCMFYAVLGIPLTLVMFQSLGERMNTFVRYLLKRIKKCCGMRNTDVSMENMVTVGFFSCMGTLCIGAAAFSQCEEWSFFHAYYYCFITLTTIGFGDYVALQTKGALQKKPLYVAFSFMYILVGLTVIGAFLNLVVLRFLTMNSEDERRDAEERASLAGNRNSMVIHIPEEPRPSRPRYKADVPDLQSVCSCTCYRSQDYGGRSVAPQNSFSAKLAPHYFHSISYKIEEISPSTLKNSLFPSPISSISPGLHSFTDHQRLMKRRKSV
# hERG protect = hERG rescue from dofetilide block, primary screen, cell-based, CHO-hERG, FluxOR thallium flux, dofetilide IC70 | AID 1511, 2009 | actives 0.51% (n = 310,000) | dofetilide IC70 present | activation (rescue from dofetilide block), less the hit threshold, % at 10 µM;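 active = activation above the mean of controls blocked by dofetilide plus 5 SD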;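 also: thallium influx through hERG after potassium depolarization seen as dye fluorescence rise; in these data hits start at about 4.7%; inactives centre near -7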
# HDAC3 inhib = HDAC3 deacetylase inhibitors, primary screen, biochemical, fluorescence, cell-free homogeneous. Histone deacetylase 3 (Homo sapiens), O15379. recombinant HDAC3, fluorogenic peptide/trypsin coupled. inhibition, % at 8.3 µM. actives 0.15% (n = 320,000); in the data active = inhibition above about 26%, passing the limit was not always enough; inconclusive = no clear call, values can overlap the other calls
# TRPC4 agonist = activators of mouse TRPC4 channel, primary screen, Fluo4 calcium, HEK293 TRPC4beta/mu-opioid cells | actives 0.49% (n = 310,000) | B-score at 10 µM | Short transient receptor potential channel 4 (Mus musculus), Q9QUQ5 | Fluo4 calcium fluorescence; stronger effect = higher value;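 active = B-score above 5 SD of library B-scores, and initial fluorescence ratio not above library mean plus 5 SD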;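 also: positive B-score marks a calcium rise read as TRPC4 activation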
#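 Incubation: 45 min room-temperature Fluo4 loading, 110 s read / System: HEK293 cells stably co-expressing mouse TRPC4beta and mu-opioid receptor / Signal: Fluo4 fluorescence, kinetic / Control set: buffer (low) and maximal DAMGO (high) / Measure: integrated baseline-normalised fluorescence ratio, converted to per-well B score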
# TMEM16A inh = TMEM16A chloride channel inhibitors, primary screen, cell-based, HTS; Anoctamin-1 (Mus musculus), Q8BHY3; HEK293 TMEM16A/YFP iodide influx fluorescence, ionomycin; normalized B-score (activity score, 25-100; higher = stronger inhibition) at 10 µM; actives 1.2% (n = 310,000); AID 588511, 2011;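 active = ratio plate-corrected score three or more library SD toward inhibition, starting fluorescence score within five deviations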;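 also: score derived from kinetic fluorescence span divided by baseline fluorescence per well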
# KCNK3 inh = human KCNK3 channel inhibitors, primary screen, CHO cells, FluxOR thallium flux, B-score; FluxOR fluorescence; stronger effect = lower value; actives 0.84% (n = 340,000); AID 602410, 2012; B-score at 10 µM; Potassium channel subfamily K member 3 (Homo sapiens), O14649;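 active = B-score under library mean minus 4 SD, starting fluorescence ratio at most library mean plus 5 SD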;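 also: more negative B-score means stronger inhibition of thallium flux through KCNK3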
# Target sequence (O14649 whole entry, looked up): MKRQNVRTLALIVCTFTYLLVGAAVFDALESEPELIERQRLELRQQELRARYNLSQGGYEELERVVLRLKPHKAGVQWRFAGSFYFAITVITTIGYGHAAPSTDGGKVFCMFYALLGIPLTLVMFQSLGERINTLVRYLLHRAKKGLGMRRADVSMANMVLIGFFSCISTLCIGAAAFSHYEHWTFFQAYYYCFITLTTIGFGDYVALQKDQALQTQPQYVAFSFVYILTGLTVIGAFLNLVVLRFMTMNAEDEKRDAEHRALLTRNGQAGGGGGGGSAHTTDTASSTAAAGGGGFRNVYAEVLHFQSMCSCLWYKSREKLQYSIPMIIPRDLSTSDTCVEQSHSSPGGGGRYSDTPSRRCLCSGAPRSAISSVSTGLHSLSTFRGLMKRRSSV
# TRPC4 potent = positive allosteric modulators of TRPC4, primary screen, cell-based, mouse TRPC4beta, HEK293 mu-opioid, Fluo-4 calcium; AID 2227, 2009; actives 0.42% (n = 310,000); Short transient receptor potential channel 4 (Mus musculus), Q9QUQ5; B-score at 10 µM; DAMGO EC20, Fluo-4 Ca2+ flux; stronger effect = higher value;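 active = B-score of calcium response area above 5 SD of library B-scores, with initial fluorescence ratio within 5 SD of library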;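 also: B-score of integrated fluorescence ratio over time as area under calcium response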
# Active calls of the source: *; i = inactive; ? = inconclusive; / = not tested or not shown. This is a subset, so the mix of outcomes need not match the whole.
SMILES,DYRK1A inh,TMEM16A act,KCNQ1 block,KCNQ1 pot,KCNK9 inh,hERG protect,HDAC3 inhib,TRPC4 agonist,TMEM16A inh,KCNK3 inh,TRPC4 potent
CCOc1cc(-c2nc(-c3ccc(C)nc3OCC)no2)cc(OCC)c1OCC,-5,i,i,i,i,-2,0,i,i,i,i
O=S(=O)(Cc1ccccc1)NCC1CCCN(Cc2ccc(F)c(F)c2)C1 (stereo not drawn),-2,i,i,i,i,-28,4,i,i,i,i
O=C(NCc1ccc(F)cc1)C1C2C=CC3(CN(Cc4cccnc4)C(=O)C13)O2 (stereo not drawn),2,i,i,i,i,-3,-3,i,i,i,i
O=c1[nH]c2ccc(S(=O)(=O)NCc3ccccn3)cc2s1,6,i,i,i,i,-7,5,i,i,i,i
CCN1CCN(C(=O)Nc2cccc3ccccc23)CC1,1,i,i,i,i,-3,-2,i,i,i,i
C=C1SC(Nc2c(C)cccc2C)=NC12CCCCC2,-9,i,i,i,i,-6,3,i,i,i,i
CCCC(=O)c1c[nH]c(C(=O)NCc2ccco2)c1,-9,i,i,i,i,-4,?,i,i,i,i
Cc1csc(N(C(=O)c2ccc(S(=O)(=O)N(C)C)cc2)c2ccccc2)n1,-1,i,i,i,i,-1,-9,i,i,i,i
O=C(COc1ccc(Cl)cc1)NCCCn1ccnc1,2,i,i,i,i,-4,-1,i,i,i,i
Cc1[nH]nc2ncc(C(=O)c3ccccc3O)cc12,35,i,i,i,i,-6,5,i,i,i,i
c1ccc2c(CNn3cnnc3)cccc2c1,-10,i,i,i,i,-9,-1,i,i,i,i
CCN(C(=O)c1c(C)cc(=O)oc1C)c1ccc2c(c1)OCO2,-1,i,i,i,i,-8,/,i,i,i,i
COc1cccc(CC(=O)Nc2ccc(S(=O)(=O)N3CCOCC3)cc2)c1,-4,i,i,i,i,-10,-4,i,i,i,i
O=C(Nc1ccccc1)N1CCN(c2cccc(C(F)(F)F)c2)CC1,2,i,i,i,-7.4*,-9,-1,i,i,i,i
O=CN1CCN(C(=O)c2cccc3c2-c2ccccc2C3=O)CC1,6,i,i,i,i,-2,5,i,i,i,i
CCn1c(=O)c(C(=O)NCc2ccc(F)cc2)c(O)c2ccccc21,-1,i,i,i,i,-7,5,i,i,i,i
O=C(Nc1ccc(-c2cn3ccccc3n2)cc1)c1ccco1,1,i,i,i,i,-13,/,i,i,i,i
O=C(COc1ccc([N+](=O)[O-])cc1)Nc1cc(C(=O)O)cc(C(=O)O)c1,3,i,i,i,i,-8,-10,i,i,i,i
COC(=O)c1ccc(NC(=O)CSC2=NC(=O)C(c3ccccc3)C(=O)N2)cc1 (stereo not drawn),-10,i,i,i,i,-6,0,i,i,i,i
COc1cccc(C(=O)Nc2nnc(S(=O)(=O)N(C)Cc3ccccc3)s2)c1,1,i,i,i,i,-10,11,i,i,i,i
CCc1ccc(CCC(=O)Nc2nnc(C)s2)o1,-14,i,i,i,i,-6,4,i,i,i,i
FC(F)(F)COc1ccc(-n2ccnc2)nn1,-11,i,i,i,i,-10,-9,i,i,i,i
O=C(NCc1ccco1)C(c1ccccc1)N(C(=O)Cc1cccs1)c1cccnc1 (stereo not drawn),-3,i,i,i,i,-7,0,i,i,i,i
O=C1Nc2ccccc2/C1=C/c1cnc(-c2ccccc2)[nH]1,31,i,i,i,-6.6*,-5,-2,i,i,i,i
NC(=O)c1nsc(C(=O)N(CC(=O)NCc2ccc(F)cc2)Cc2ccco2)c1N,4,i,i,i,i,-10,-10,i,i,i,i
Cc1ccc(C(=O)N2CCN(c3ccc(NC(=S)NC(=O)c4cccs4)cc3)CC2)cc1,-2,i,i,i,i,-4,14,i,i,i,i
O=c1c2cccnc2[nH]c(=S)n1CCCN1CCN(c2ccccc2F)CC1,-5,i,i,i,i,-13,-12,i,i,i,i
CCOC(=O)c1sc(NC(=O)CS(=O)(=O)c2ccc(C)cc2)nc1C,-6,i,i,i,i,-3,-2,i,i,i,i
Cc1c(Cl)c(=O)oc2cc(OCC(=O)NCc3cccs3)ccc12,-3,i,i,i,i,-5,-9,i,i,i,i
CCC(=O)Nc1ccc(NC(=O)Cc2ccccc2)cn1,-4,i,i,i,i,-3,-5,i,i,i,i
O=C(NCCc1ccco1)C(=O)NCC1OCCCN1S(=O)(=O)c1ccc(F)cc1 (stereo not drawn),2,i,i,i,i,-7,-4,i,i,i,i
CCCCCOc1ccc(C(=O)NC(CCC)C(=O)O)cc1 (stereo not drawn),4,i,i,i,i,-2,0,i,i,i,i
Cc1cc(Nc2cccc(F)c2)nc(-c2ccccc2O)n1,-4,i,i,i,i,-8,/,i,i,i,i
NC(=O)/C(=C/c1ccco1)C(N)=S,/,i,i,i,i,-2,15,i,i,i,i
COc1cccc(/C=N/n2c(=S)n(C)c3cc(C)c(C)cc32)c1OC,-6,i,i,i,i,-14,7,i,i,i,i
Cc1ccc(OCC(=O)c2cc(C)n(-c3ccccc3)c2C)c([N+](=O)[O-])n1,-3,i,i,i,i,-7,3,i,i,i,i
N#CC(C(N)=O)=C1CCC2(CC1)OCCCCO2,-5,/,i,i,i,-5,-1,i,i,i,i
O=C(O)CCCN=C1CCCc2ccccc2N1,-1,i,i,i,i,-14,-1,i,i,i,i
Cc1cc(OC(C)C(=O)NCc2cccnc2)c2c(C)cc(=O)oc2c1 (stereo not drawn),-2,i,i,i,i,-6,-26,i,i,i,i
COc1ccc(-c2nnc(SCC(=O)N(C)C3CCS(=O)(=O)C3)n2N)cc1OC (stereo not drawn),-6,i,i,i,i,1,-1,i,i,i,i
O=S(=O)(NCC(Nc1ccc(Cl)cc1)c1ccccc1)c1ccccc1 (stereo not drawn),3,i,i,i,i,-9,15,i,i,i,i
Cc1[nH]c2ccccc2c1/C=N/NC(=O)c1cccc(S(=O)(=O)Nc2ccccc2Cl)c1,-2,i,i,i,i,-13,11,i,i,i,i
CCNS(=O)(=O)c1ccc(Br)c(OC)c1,4,i,i,i,i,-3,-3,i,i,i,i
COc1ccc(N2CCN(C(=O)Cn3cnc4sc(C)c(S(=O)(=O)N5CCOCC5)c4c3=O)CC2)cc1,4,i,i,i,i,-4,6,i,i,i,i
CN1C(=O)C(=O)N(c2cccc(C(F)(F)F)c2)C1=O,6,i,i,i,i,-6,2,i,i,i,i
Cc1cccc(C(=O)O/N=C/c2c(Cl)n(C)c3ccccc23)c1,0,i,i,i,-12*,-8,-3,i,i,i,i
O=C(N/N=C\c1cccnc1)c1cc(-c2ccc(Cl)s2)[nH]n1,0,i,i,i,i,-10,-4,i,i,i,i
O=C(COc1ccc(-c2nnco2)cc1)N1CCN(S(=O)(=O)c2ccccc2)CC1,-4,i,i,i,i,1,-8,i,i,i,i
O=C(N/N=C/c1nn(-c2ccccc2)cc1-c1ccccc1)c1ccncc1,0,i,i,i,i,-9,/,i,i,i,i
COc1cc(CNCCO)cc(Br)c1OCc1cccs1,5,i,i,i,i,-8,-2,i,i,i,i

# The results go on.
SMILES,DYRK1A inh,TMEM16A act,KCNQ1 block,KCNQ1 pot,KCNK9 inh,hERG protect,HDAC3 inhib,TRPC4 agonist,TMEM16A inh,KCNK3 inh,TRPC4 potent
COc1ccc(Cl)cc1N(CC(=O)N/N=C/c1ccc(OC(C)C)cc1)S(=O)(=O)c1ccc(C)c([N+](=O)[O-])c1,-4,i,i,i,i,-8,4,i,i,i,i
COc1ccc(OC)c(C2/C(=C(\O)c3ccc(OC)c(Cl)c3)C(=O)C(=O)N2CCN(C)C)c1 (stereo not drawn),2,i,i,i,i,-6,-5,i,i,i,i
CCCCOCCCNC(=O)Cc1cccs1,1,i,i,i,i,-1,-8,i,i,i,i
CC(C)(C)C(=O)Nc1c2c(nn1-c1cccc(Cl)c1)CS(=O)(=O)C2,0,i,i,i,i,-3,-5,i,i,i,i
O=C(CN1CCN(S(=O)(=O)c2ccccc2)CC1)Nc1ccc(Cl)c([N+](=O)[O-])c1,3,i,i,i,i,-9,0,i,i,i,i
N/C(=N\S(=O)(=O)c1cc(C(F)(F)F)cc(C(F)(F)F)c1)c1cccs1,/,i,i,i,i,-11,21,i,i,i,i
CCCCn1c(N)c(N(CC(C)C)C(=O)C2CCN(S(=O)(=O)c3ccc(C)c(C)c3)CC2)c(=O)[nH]c1=O,7,i,i,i,i,-6,-5,i,i,i,i
C#CCOCCOCCOCCNc1nc(N2CCN(C(=O)Cn3cc(CCCCN)nn3)CC2)nc(N2CCN(C(=O)Cn3cc(CCCN=C(N)N)nn3)CC2)n1,-1,i,/,/,/,/,-2,/,i,i,/
C=CCN(C(=O)c1csnn1)C(C(=O)NC1CCCCC1)c1ccc(C)cc1 (stereo not drawn),-3,i,i,i,i,-7,3,i,i,i,i
Cc1c(N=C2N=C(NC(=O)c3cccs3)c3ccccc32)c(=O)n(-c2ccccc2)n1C,/,i,i,i,-9.2*,-17,3,i,i,-9.9*,i
CN1CCS/C1=C/C=C1/SC(=S)N(Cc2ccccc2)C1=O,0,i,i,i,i,-10,-1,i,i,i,i
COc1ccc(N2CCN(C(=O)CCCNC(=O)Cn3cnc4sc(C)c(C)c4c3=O)CC2)cc1,-6,i,i,i,i,-1,-2,i,i,i,i
Cc1cc(Cl)ccc1NC(=O)Nc1c(C)n(-c2ccccc2)c(=O)n1C,3,i,i,i,i,-7,/,i,i,i,i
CC1(C)CNC(=O)c2sc(N3CCCCC3)nc2C1,1,i,i,i,i,-19,6,i,i,i,i
